# From PubChem
# N370S GC mod = qHTS Assay for Inhibitors and Activators of N370S glucocerebrosidase as a Potential Chaperone Treatment of Gaucher Disease; Lysosomal acid glucosylceramidase (Homo sapiens), P04062; N370S GC spleen homogenate, 4MU-glucoside fluorescence; Potency, µM (doses to about 59.4 µM), for inactives: at the highest dose activity change, negative = inhibition, hits mostly inhibitors; 330,000 tested, 0.092% active; AID 2101, 2009;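 note: 0% = full enzyme activity and -100% = no enzyme basal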
# GCN5L2 inh = qHTS Assay for Inhibitors of GCN5L2. Histone acetyltransferase KAT2A (Homo sapiens), Q92830. GCN5L2 HAT assay, ThioGlo1 CoA-SH fluorescence. Potency, µM (top dose mostly 58.9 µM), inactives show at the top dose activity change, negative = inhibition, hits mostly inhibitors. 390,000 tested, 0.21% active
#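 Preincubate 20nM GCN5L2 with compound 15 min, RT → add 50uM ThioGlo1 + 75uM H3(1-25) + 70uM acetyl-CoA → read fluorescence 0 and 20 min. Primary qHTS; fluorescent artifacts likely.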
# FEN1 inh = qHTS Assay for the Inhibitors of Human Flap endonuclease 1 (FEN1); Recombinant FEN1 flap cleavage, fluorescence, 15 min; Potency, µM (doses to about 114 µM), for the others: top-dose activity change, negative = inhibition, hits mostly inhibitors; 390,000 tested, 0.35% active; AID 588795, 2011; note: nearly all actives have a fitted effect of over 65% in size
# Target sequence (P39748 whole entry, looked up): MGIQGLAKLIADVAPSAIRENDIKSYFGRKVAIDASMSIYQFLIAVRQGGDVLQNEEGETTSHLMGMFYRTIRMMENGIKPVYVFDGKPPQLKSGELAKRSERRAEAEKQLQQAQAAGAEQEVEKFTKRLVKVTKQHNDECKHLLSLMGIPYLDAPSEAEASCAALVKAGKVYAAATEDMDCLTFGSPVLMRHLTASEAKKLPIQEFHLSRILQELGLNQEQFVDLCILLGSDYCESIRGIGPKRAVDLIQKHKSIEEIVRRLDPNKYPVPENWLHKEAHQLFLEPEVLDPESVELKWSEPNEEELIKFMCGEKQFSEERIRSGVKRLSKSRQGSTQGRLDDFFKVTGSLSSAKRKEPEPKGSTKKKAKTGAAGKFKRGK
#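 Recombinant FEN1 (10 nM) was preincubated with pin-transferred compounds for 15 min at room temperature, then flap DNA substrate (50 nM final) was added. Plates were read at 0 and 15 min, and normalized concentration–response data were fitted to a four-parameter Hill equation.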
# Starred values were filed as active, the others as inactive; ? = inconclusive; / = no result given; [ ] = remark or other dose. Calls come from the whole dose curve; as a rule, active = well fitted curve in the direction sought with a large enough effect; inconclusive = small, poorly fitted or top-dose-only effect, or another doubt; inactive = no such curve, though single readings can be large; an effect the other way counts as inactive or inconclusive. Unless noted, % is set by controls: 0 for no effect and ±100 for the full control effect; potency is the fitted concentration of half-maximal effect.
1	COc1ccccc1N1CCN(S(=O)(=O)c2c(C(=O)N3CCOCC3)c(C)n(C)c2C)CC1
2	O=C(CCN1CCN(c2ccccc2F)CC1)Nc1ccccc1F
3	CCCCC(=O)NS(=O)(=O)c1ccc(N=NN2CCOCC2)cc1
4	CCCCSc1nnc(-c2ccc(C)cc2)o1
5	NC(=O)COC(=O)c1ccc(Cl)c(S(=O)(=O)N2CCCCCC2)c1
Assay by compound,1,2,3,4,5
N370S GC mod,0.6%,-2.6%,-0.6%,25.4%,-0.7%
GCN5L2 inh,-0.8%,0.2%,-1.5%,-5.5%,-10.8%
FEN1 inh,-3.7%,-3.7%,2.0%,-3.7%,-2.9%

6	O=C1CCC(=O)N1c1ccc(CSc2nc3ccccc3[nH]2)cc1
7	Cc1cccc(OC(=O)CN2C(=O)C3C4CCC(C4)C3C2=O)c1C (stereo not drawn)
8	O=C(OCC(=O)c1ccc[nH]1)c1ccc(Br)cc1
9	N#Cc1cccc(NC(=S)Nc2ccccc2)c1
10	O=C(NCC1CCCO1)C(=O)NCC(c1ccco1)N1CCN(c2ccccc2F)CC1 (stereo not drawn)
Assay by compound,6,7,8,9,10
N370S GC mod,26.2%,?,/,2.9%,6.0%
GCN5L2 inh,1.9%,-1.6%,3.4%,1.9%,-1.6%
FEN1 inh,2.3%,-17.7%,-0.1%,2.6%,-0.1%

11	Cc1ccn2c(c1)nc(=O)c1cc(S(=O)(=O)N3CCC(C)CC3)c(Cl)cc12
12	Cc1nc2cccc(C(=O)NC3CCCCC3)c2o1
13	O=C(c1cn(-c2ccccc2)nc1-c1cc2ccccc2oc1=O)N1CCOCC1
14	O=C(CCS(=O)(=O)Cc1ccccc1)NCC1CCCO1 (stereo not drawn)
15	CSc1cc(C)[nH]c(=O)n1
Assay by compound,11,12,13,14,15
N370S GC mod,/,2.7%,7.6%,-2.8%,14.8%
GCN5L2 inh,-0.4%,-12.3%,-10.1%,3.5%,-6.9%
FEN1 inh,14.5%,-3.1%,-4.3%,4.0%,-9.7%

16	O=c1c2c(nc3cc(-c4ccccc4Cl)[nH]n13)CCS2
17	CCNC(=O)CC1C(=O)N(c2ccc(C)cc2)C(=O)N1CCc1sccc1C (stereo not drawn)
18	Cc1ccc(NC(=O)Cn2c(-c3nonc3N)nc3ccccc32)c(Br)c1
19	COc1ccc(NC(=O)O/N=C/c2ccc(N(C)C)cc2)cc1
20	CC(C)=C1C2CCC1C1C(=O)N(c3nc(-c4ccccc4)c(C)s3)C(=O)C21 (stereo not drawn)
Assay by compound,16,17,18,19,20
N370S GC mod,-2.0%,6.2%,/,-2.5%,5.6%
GCN5L2 inh,1.0%,0.9%,2.2%,-6.7%,-0.2%
FEN1 inh,-19.2%,11.0%,-6.0%,-20.4%,-13.6%

21	Cc1cccc(NC(=O)Cc2noc3ccccc23)c1C
22	O=C(NCc1ccccc1)C1CCCN1C(=O)Nc1ccccc1[N+](=O)[O-] (stereo not drawn)
23	Nc1nc2c(ncn2C2OC(COC(=O)c3ccccc3)C(OC(=O)c3ccccc3)C2OC(=O)c2ccccc2)c(=O)[nH]1 (stereo not drawn)
24	CC1=NN(C(N)=S)C(=O)C1N=Nc1ccc([N+](=O)[O-])cc1 (stereo not drawn)
25	CN(C)S(=O)(=O)c1ccc(N2CCCC2)c(C(=O)NCC2CCCO2)c1 (stereo not drawn)
Assay by compound,21,22,23,24,25
N370S GC mod,8.4%,-9.5%,24.2%,-6.1%,-0.3%
GCN5L2 inh,4.2%,-5.0%,-18.5%,0.5%,-1.1%
FEN1 inh,-1.3%,5.3%,/,-1.6%,-2.5%

# Exported as tab-separated lines: part of the list above
item	Structure	N370S GC mod	GCN5L2 inh	FEN1 inh
25	CN(C)S(=O)(=O)c1ccc(N2CCCC2)c(C(=O)NCC2CCCO2)c1 (stereo not drawn)	-0.3%	-1.1%	-2.5%
23	Nc1nc2c(ncn2C2OC(COC(=O)c3ccccc3)C(OC(=O)c3ccccc3)C2OC(=O)c2ccccc2)c(=O)[nH]1 (stereo not drawn)	24.2%	-18.5%	/

# (listing goes on)
26	CCOc1cc(CNC2CCCC2)ccc1OCc1ccccc1Cl
27	CC(CNC(=O)CCc1nnc2ccc(N3CCC4(CC3)OCCO4)nn12)c1ccccc1 (stereo not drawn)
28	Nc1c(O)ccc2c1C(=O)c1ccccc1C2=O
29	COC(=O)C1CCN(C(=O)COC(=O)CNC(=O)c2ccc(Cl)cc2Cl)CC1
30	CCOC(=O)C1=C(COC(=O)CNC(=O)c2cc(OC)c(OC)c(OC)c2)NC(=O)NC1C (stereo not drawn)
Assay by compound,26,27,28,29,30
N370S GC mod,?,1.7%,18.3%,/,-10.7%
GCN5L2 inh,0.6%,-7.0%,-2.9%,1.8%,1.1%
FEN1 inh,10.4%,-5.5%,50.1µM*,19.2%,18.4%

31	C#Cc1ccc([C@H]2C=C(C(=O)O)O[C@@H](OCc3ccc(CO)cc3)C2)cc1
32	COc1ccc(C2=NC3(CCCCCC3)N(CC(=O)Nc3cccc(Cl)c3)C2=O)cc1
33	CCS(=O)(=O)Nc1cc2c3c(c1)CCC(=O)N3CCC2
34	O=C(Cc1ccc(Cl)cc1)Nc1cc(S(=O)(=O)N2CCOCC2)ccc1N1CCCC1
35	O=C(Nc1nc2ccc(F)cc2s1)c1ccc(N2CCCC2=O)cc1
Assay by compound,31,32,33,34,35
N370S GC mod,-7.1%,/,4.7%,-18.1%,-4.1%
GCN5L2 inh,0.4%,-19.1%,-4.7%,-9.9%,-4.3%
FEN1 inh,-7.0%,-2.5%,-8.0%,0.7%,-7.6%

# One compound at a time, as listed above. Screens in order: N370S GC mod, GCN5L2 inh, FEN1 inh
# `O=C(Nc1nc2ccc(F)cc2s1)c1ccc(N2CCCC2=O)cc1` across the screens: -4.1%, -4.3%, -7.6%
# `O=C(Cc1ccc(Cl)cc1)Nc1cc(S(=O)(=O)N2CCOCC2)ccc1N1CCCC1` across the screens: -18.1%, -9.9%, 0.7%
# `COc1ccc(C2=NC3(CCCCCC3)N(CC(=O)Nc3cccc(Cl)c3)C2=O)cc1` across the screens: /, -19.1%, -2.5%
# `CCS(=O)(=O)Nc1cc2c3c(c1)CCC(=O)N3CCC2` across the screens: 4.7%, -4.7%, -8.0%

# Additional records.
36	CC(C)C(NC(=O)/C=C/c1cccc([N+](=O)[O-])c1)C(C)C
37	COc1cc(NC(C)CCCN)c2ncccc2c1Oc1ccccc1 (stereo not drawn)
38	Cc1[nH]n(-c2ccccc2)c(=O)c1C1(C(F)(F)F)C(=O)N(c2ccc(F)cc2)C2=C1C(=O)CC(C)(C)C2 (stereo not drawn)
39	CC(=O)c1ccc(NC(=O)NC2CC(=O)N(c3ccc4c(c3)OCCO4)C2)cc1 (stereo not drawn)
40	COc1ccc2c(c1)c1c(c(=O)n(-c3ccc(F)c(Cl)c3)c(=O)n1CC(=O)N1CCCC1)n2C
Assay by compound,36,37,38,39,40
N370S GC mod,2.9%,2.0%,10.4%,-2.2%,/
GCN5L2 inh,-2.8%,-8.1%,-10.8%,-9.0%,-6.7%
FEN1 inh,-4.5%,-6.6%,-10.5%,-1.7%,-7.4%

41	Cc1ccc(N2C(=O)N(CC(=O)Nc3c(C)cc(C)cc3Cl)C(=O)C2C)cc1 (stereo not drawn)
42	CCN(CC)S(=O)(=O)c1cc(C(=O)NCCN2CCOCC2)ccc1Cl
43	Cc1c2ccccc2cc(Cc2ccccc2)[n+]1C
44	Cc1cc(=O)oc2cc(NC(=O)c3cc([N+](=O)[O-])ccc3N3CCOCC3)ccc12
45	O=C1C2C3CCC(O3)C2C(=O)N1c1cccc(O)c1 (stereo not drawn)
Assay by compound,41,42,43,44,45
N370S GC mod,-20.0%,-5.3%,1.4%,/,-1.9%
GCN5L2 inh,-11.9%,-7.3%,-6.2%,-4.8%,-2.8%
FEN1 inh,-4.8%,-4.6%,5.3%,-6.8%,3.0%

46	CCOc1ccc(OCCSc2nnnn2-c2ccccc2)cc1
47	Cc1ccc(-n2nc3c(=O)n(CC(=O)NC(C)CCc4ccccc4)nc(C)c3c2C)cc1 (stereo not drawn)
48	Cc1cc(N2CCCC2)ccc1NC(=O)CN1C(=O)NC2(CCCCC2)C1=O
49	CCOc1ccc(-c2cc3c(=O)n(CC(=O)NCc4ccc(Cl)cc4)ccn3n2)cc1
50	COc1ccc(CN2CCN(Cc3ccc4cc(F)ccc4n3)CC2CCO)c(C)c1C (stereo not drawn)
Assay by compound,46,47,48,49,50
N370S GC mod,1.6%,-0.2%,-2.0%,/,-7.4%
GCN5L2 inh,-4.0%,0.6%,3.3%,-3.7%,-0.7%
FEN1 inh,-19.0%,22.1%,15.1%,-5.0%,36.1%[activator]

51	COCCn1c(C)cc(C(=O)CSc2cc(C)c3ccc(OC)cc3n2)c1C
52	CSc1nc(C)cc(SCC(=O)N/N=C/c2ccccc2)n1
53	COc1ccc(N2CCN(S(=O)(=O)c3ccc(-c4coc(C)n4)cc3)CC2)cc1
54	CN(C)/C(=N\S(=O)(=O)c1ccccc1)c1ccc(Cl)cc1
55	CCOc1ccc(NC(=O)CS(=O)(=O)Cc2nc(-c3ccc(C)cc3)oc2C)cc1
Assay by compound,51,52,53,54,55
N370S GC mod,29.7%,13.2%,/,0.4%,/
GCN5L2 inh,-8.1%,1.1%,-1.9%,-4.0%,0.2%
FEN1 inh,3.3%,-4.8%,21.6%,-0.1%,-5.4%

56	CCC(C)NC(=O)C1CCCN(C(=O)Nc2ccc(F)cc2)C1 (stereo not drawn)
57	Cc1cc(C(=O)CSc2nnc(-c3cccc(F)c3)n2N)c(C)n1Cc1ccc2c(c1)OCO2
58	CN(Cc1ccccc1)C(=O)Cn1cccc1C(=O)c1ccccc1
59	O=S1(=O)C=C(Sc2nnc(-c3ccccc3)o2)c2ccccc21
60	N=c1c(C(=O)NC2CCCC2)cc2c(=O)n3ccccc3nc2n1CCCN1CCOCC1
Assay by compound,56,57,58,59,60
N370S GC mod,-6.6%,11.6%,-11.3%,0.3%,?
GCN5L2 inh,-1.1%,-26.5%,0.0%,-7.3%,-6.1%
FEN1 inh,8.5%,3.6%,-3.6%,-8.5%,-7.7%

61	CCc1ccc(S(=O)(=O)N2CCN(c3ncccn3)CC2)cc1
62	O=C(CCCc1nc2ccccc2s1)NNC(=O)CCN1CCN(Cc2ccccc2)CC1
63	C#CCSc1nnc(-c2sc(-c3ccccc3)nc2C)n1C
64	COCCCNC(=O)C[C@H]1C[C@H](C(=O)N2CCOCC2)[C@@]2(CCC3CCCC3)c3[nH]c4ccc(Cl)cc4c3CCN2C1=O
65	COc1ccc(NC(=O)CSc2nnc(-c3ccncc3)n2-c2ccccc2)cc1
Assay by compound,61,62,63,64,65
N370S GC mod,-5.9%,-0.9%,9.4%,/,/
GCN5L2 inh,-11.9%,2.7%,-3.0%,-1.7%,-0.6%
FEN1 inh,-7.6%,-12.6%,-3.9%,14.7%,-0.5%

66	Cc1cc(C)n2cc(CSc3nnnn3-c3ccc(Cl)cc3)nc2n1
67	COc1ccc(Cl)cc1Nc1ncnc2c1c(-c1ccccc1)cn2-c1ccccc1
68	Cc1cccc(Nc2nnc(SCC(=O)NC3CCCc4ccccc43)s2)c1 (stereo not drawn)
69	O=C(c1ccc(Br)o1)N1CCN=C1SCc1cccc(F)c1
70	C=CCNC(=O)c1ccc(Sc2ccccc2)c([N+](=O)[O-])c1
Assay by compound,66,67,68,69,70
N370S GC mod,1.2%,/,2.2%,1.3%,19.8%
GCN5L2 inh,-1.6%,-1.2%,-5.0%,-6.4%,-0.9%
FEN1 inh,0.8%,9.2%,0.7%,-16.9%,-8.1%

71	CCOC(=O)c1ccc(S(=O)(=O)N2CCN(S(=O)(=O)CC)CC2)cc1
72	COc1ccc(C(=O)N2CCN=C2SC)cc1OC
73	Cc1ccn2c(c1)nc(=O)c1cc(S(=O)(=O)N3CCCCC3)c(Cl)cc12
74	COC(=O)c1sccc1NC(=S)N1CCN(c2ccc(F)cc2)CC1
75	Cc1ccc(C(=O)CNc2ccccc2C)cc1
76	Cc1cccc2sc(NC(=O)C3CSC4(C)CCC(=O)N34)nc12 (stereo not drawn)
77	COc1ccc(/C=C/CN2CCN(Cc3cccc(OC)c3)C(CCO)C2)cc1 (stereo not drawn)
Assay by compound,71,72,73,74,75,76,77
N370S GC mod,-3.9%[2.35 µM],?,/,5.8%,0.8%,-0.9%,-14.0%
GCN5L2 inh,-2.6%,-5.3%,-2.1%,-5.0%,-0.4%,-1.0%,-3.4%
FEN1 inh,-1.7%,-1.6%,3.5%,2.7%,-1.8%,-15.6%,-0.2%
